Compound activity: PubChem BioAssay, several laboratories
hiPSC survival – enhancers of single-cell hiPSC survival, primary screen, ATPlite luminescence. 100% = ROCK inhibitor wells, 0% = DMSO. 0.044% of 360,000 active. survival enhancement, % at 20 µM; in the data active means survival enhancement above about 18%;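 further: cells exposed to compounds for 16 hours before the ATP read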
CaV13 ICDI inh – Disruptors of the CACNA1D IQ motif to Ca2+-dependent inactivation inhibitor domain association, primary screening, Förster resonance energy transfer in intact living … | inhibition, % at 12.3 µM | 0.098% of 340,000 active | AID 743397 | HEK cells, CFP/YFP FRET ICDI-IQ, plate reader, 10 min; percent FRET-ratio fall versus neutral wells;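 active means mean replicate inhibition of at least 30% and at least 1% of replicates passing that level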;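 further: 0% = median of the neutral control wells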
TRPM1 prom inh – inhibitors of MITF-dependent TRPM1 promoter reporter, primary screen, cell-based, SK-MEL-5, single point, luciferase; SK-MEL-5 TRPM1 promoter luciferase, 24 h; inhibition, % at 12.5 µM; 0.83% of 330,000 active;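 active means mean inhibition across replicates of 60% or more, whatever share of single replicates reaches that level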; further: values of inactives mirror those of a sister screen read the other way
NR2E3 ag-1 – NR2E3 agonists in two-hybrid cells, primary screen, cell-based, luminescence, CHO-S, Gal4-NCOR/VP16-NR2E3. Photoreceptor-specific nuclear receptor (Homo sapiens), Q9Y5X4. luciferase. inhibition of corepressor binding, % at 3.98 µM. 0.35% of 360,000 active. AID 602229, 2012;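 active means inhibition above the mean of all tested compounds plus 3 SD, cut at about 70% in these data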;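 further: 0% = DMSO with NR2E3 transfected cells and 100% = cells lacking NR2E3 construct; higher means lower luciferase signal from less NR2E3 corepressor binding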
Target sequence (Q9Y5X4 whole entry, looked up, the tested form may be a part): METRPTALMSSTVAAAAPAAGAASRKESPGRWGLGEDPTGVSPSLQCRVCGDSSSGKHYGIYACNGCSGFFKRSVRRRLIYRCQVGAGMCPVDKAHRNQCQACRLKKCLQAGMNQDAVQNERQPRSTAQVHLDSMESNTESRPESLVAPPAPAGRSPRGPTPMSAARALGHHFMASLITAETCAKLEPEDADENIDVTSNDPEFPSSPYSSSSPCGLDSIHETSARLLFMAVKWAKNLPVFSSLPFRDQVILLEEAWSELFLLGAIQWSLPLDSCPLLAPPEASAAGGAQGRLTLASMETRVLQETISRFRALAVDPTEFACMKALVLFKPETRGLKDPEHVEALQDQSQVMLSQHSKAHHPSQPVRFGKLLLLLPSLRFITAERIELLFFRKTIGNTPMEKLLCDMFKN
PDI turbidity – inhibitors of human PDI, primary screen, biochemical, turbidity, single point, plate reader | 0.052% of 350,000 active | Protein disulfide-isomerase (Homo sapiens), P07237 | inhibition, % at 10 µM | PDI insulin aggregation turbidity, A650, 90 min;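 active means mean inhibition across replicates of 30% or more, whatever share of single replicates reach that level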;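 further: absorbance from insulin aggregation driven by PDI reduction with DTT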
Peg3 promoter – Peg3 promoter-driven luciferase inhibitors, primary screen, cell-based, HeLa, luciferase luminescence | HeLa PEG-Prom luciferase reporter, overnight | 1.7% of 360,000 active | inhibition, % at 20 µM;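 active means inhibition of at least 50% at 20 µM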
m5-HT2A agonist – mouse Htr2a agonists via beta-arrestin recruitment, primary screen, cell-based, luminescence; CHO-K1 mHTR2A beta-arrestin complementation; percent of 30 µM serotonin response; activation, % at 7.6 µM; 0.66% of 360,000 active;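 active means activation above a run cutoff, the mean activation of all tested compounds plus 3 SD, cut at about 14% in these data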;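 further: 0% = plate median of compound wells and 100% = 30 µM serotonin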
Target sequence (P35363 whole entry, looked up): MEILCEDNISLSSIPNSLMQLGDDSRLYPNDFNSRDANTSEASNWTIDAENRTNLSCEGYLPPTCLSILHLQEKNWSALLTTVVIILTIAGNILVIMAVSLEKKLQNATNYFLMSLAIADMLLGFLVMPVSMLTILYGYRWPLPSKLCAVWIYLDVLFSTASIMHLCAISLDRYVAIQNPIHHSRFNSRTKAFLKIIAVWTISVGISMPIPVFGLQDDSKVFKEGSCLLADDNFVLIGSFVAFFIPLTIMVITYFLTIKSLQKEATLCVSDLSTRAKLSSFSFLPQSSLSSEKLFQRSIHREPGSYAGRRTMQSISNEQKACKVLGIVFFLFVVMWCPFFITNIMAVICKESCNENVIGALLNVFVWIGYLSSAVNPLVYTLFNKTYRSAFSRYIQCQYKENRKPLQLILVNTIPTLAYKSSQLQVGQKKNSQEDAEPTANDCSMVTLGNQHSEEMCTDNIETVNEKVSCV
NR2E3 ag-2 – inhibitors of NR2E3-RetCOR corepressor binding, primary screen, NR2E3 agonist project, biochemical, TR-FRET, GST-NR2E3, biotin-RetCOR | Photoreceptor-specific nuclear receptor (Homo sapiens), Q9Y5X4 | 0.12% of 320,000 active | inhibition of corepressor binding, % at 4.78 µM | 1536-well | AID 2300, 2010;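 active means percent inhibition above the cutoff of mean plus 3 SD of all tested compounds, set per screening campaign, cut at about 20% in these data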;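 further: 0% = DMSO wells and 100% = biotin wells as full block of FRET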
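Material: NR2E3–RetCOR corepressor complex | Quantity: 1.35 nM GST-tagged NR2E3 final | Schedule: 5 h at 4 °C | Replication: Singlicate compound wells | Reagent: RetCOR corepressor, biotinylated, 7 nM | Controls: Biotin wells as high control, 0.6% DMSO wells as low control | Signal: TR-FRET, Eu(K)-anti-GST donor, streptavidin-D2 acceptor, ex 340, em 617/671 nm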
Shn3 inh set2 – reduction of Shn3 3'UTR firefly luciferase signal, primary screen, Schnurri-3 inhibitor project, cell-based, Clone20 osteoblasts, set 2; Clone20 osteoblast Shn3 3'UTR firefly luciferase, 24 h; inhibition, % at 12.5 µM; 0.52% of 360,000 active; AID 588674, 2011;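 active means mean inhibition of at least 75% with every replicate also reaching 75%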;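 further: 0% = median of neutral control wells and 100% = pilot-screen positive control compound; some compounds past the cut are filed as inactive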
Cardio protect – cardioprotection against H2O2-induced cell death, primary screen, uHTS, H9c2 cells, ATPLite luminescence; 0.63% of 360,000 active; H9c2 cardiomyocytes, H2O2 injury protection, 2 h; protection from H2O2 cell death, % at 20 µM; AID 588492, 2011;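 active means compounds giving at least 50% protection of heart cells from peroxide-induced death in the single-dose screen, raw or plate-pattern-corrected value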;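 further: 0% = DMSO wells with peroxide and 100% = DMSO wells without peroxide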
HIF-2a inh – HIF-2a reporter inhibitors, primary screen, luminescence, 786-0 RCC cells; 0.72% of 360,000 active; 786-0 RCC cells HIF-2a reporter, luciferase luminescence, overnight; inhibition, % at 18.8 µM;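 active means inhibition of the luminescence signal of 40% or more relative to plate controls, in a single-dose primary screen at 18.75 µM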
* = called active by the depositor; . = not tested or not shown.

SMILES	hiPSC survival	CaV13 ICDI inh	TRPM1 prom inh	NR2E3 ag-1	PDI turbidity	Peg3 promoter	m5-HT2A agonist	NR2E3 ag-2	Shn3 inh set2	Cardio protect	HIF-2a inh
CCC(=O)Nc1c(C)c(CC)nc2ccccc12	0.9	-8.1	5.6	13.7	10.0	-5.8	5.7	-0.1	46.8	2.3	-0.9
O=C(COCC(=O)N/N=C/c1ccc(F)cc1)N/N=C/c1ccc(F)cc1	-1.2	-2.4	-30.9	-22.1	6.1	-43.6	-1.7	0.7	23.0	0.5	-73.4
O=C(NC1CCCCC1)C(c1ccncc1)N(C(=O)c1csnn1)c1cccc(F)c1 (stereo not drawn)	0.0	-6.0	8.3	-16.9	-0.8	7.0	-0.8	3.9	-5.4	2.0	0.5
CN(C)CCNc1c2c(nc3ccccc13)CCC2	-0.7	-19.7	1.0	-22.2	2.1	-25.8	-4.8	3.1	-2.3	8.7	12.2
Cc1ccc(C(=O)CSC2=C(C#N)C(c3ccco3)C3=C(CC(C)(C)CC3=O)N2)cc1 (stereo not drawn)	-0.2	.	-1.5	3.5	-3.8	8.2	4.0	2.8	-2.7	5.6	-11.2
COc1ccccc1NC(=O)NCC1CC1(Cl)Cl (stereo not drawn)	-0.8	-2.7	-8.8	3.9	-6.0	0.6	-14.2	0.4	-19.0	0.9	5.3
C=CCn1c(COc2ccc(F)cc2)nnc1SCC(=O)Nc1cccc(S(N)(=O)=O)c1	-0.1	-6.7	4.2	1.9	1.7	-4.7	-4.6	-1.2	-4.0	-4.9	12.4
CC1=NCC(C)c2ccccc21 (stereo not drawn)	6.0	-6.5	.	19.5	-2.4	-8.3	7.6	.	-10.6	10.1	9.9
Cc1cc(NC(=O)COc2cccnc2[N+](=O)[O-])no1	0.1	6.7	-8.0	-5.0	6.4	-43.2	1.2	4.3	-26.8	-2.9	-20.5
Cc1ccccc1NC(=O)CN(C)S(=O)(=O)c1ccc(-c2ccc(=O)[nH]n2)s1	0.2	-6.9	-4.3	-14.7	-2.8	2.0	-0.6	0.7	1.2	-2.1	-2.7
Cc1onc(-c2c(F)cccc2Cl)c1C(=O)N1CCSCC1	-0.2	-4.1	.	-7.4	2.8	15.2	6.0	3.9	-17.0	0.0	18.8
Cn1c(N)c(C(=O)NCc2ccccc2Cl)sc1=S	-0.1	-2.4	-9.8	-27.8	2.9	15.2	-7.3	3.0	6.8	4.3	17.2
O=C(Nc1cc(S(=O)(=O)N2CCOCC2)ccc1N1CCCCC1)c1ccccc1Br	0.6	-2.3	4.5	25.7	-2.7	25.6	-2.0	.	8.6	-6.9	9.6
S=C(NCc1ccccc1)NCc1cccc(Cl)c1	-0.5	-6.4	-15.9	-12.4	-8.5	7.8	0.4	.	-10.1	-5.3	-9.0
CCOC(=O)C1(Cc2ccc(O)cc2)NC(c2ccco2)C2C(=O)N(c3ccccc3F)C(=O)C21 (stereo not drawn)	-0.6	-4.3	1.3	7.1	21.4	6.0	2.2	2.0	15.9	1.3	8.8
O=C(Nc1nccs1)c1ccc2c(c1)OCO2	0.0	-3.0	-43.4	-142.0	7.4	-250.8	-4.5	0.8	-54.8	-6.9	-244.6
Cc1ccc(NS(=O)(=O)c2ccc(C)c(C(=O)Nc3ccc(S(=O)(=O)Nc4onc(C)c4C)cc3)c2)cc1	-1.6	-6.3	4.2	-2.4	7.0	8.5	-8.8	.	3.0	7.3	11.5
OC1(c2cccc(C(F)(F)F)c2)CCN(c2ncnc3c2[nH]c2ccc(F)cc23)CC1	-1.4	.	34.0	70.9*	-2.3	104.5*	0.5	.	89.1*	-42.4	0.8
Cc1ccc(N(CC(O)CON=C2c3ccccc3-c3ccccc32)S(C)(=O)=O)cc1 (stereo not drawn)	0.6	-7.7	-2.1	-7.6	-3.1	26.7	1.8	2.7	38.1	-5.0	4.2
COc1cccc(CSc2nccn2C)c1	-0.2	18.9	-1.6	-20.9	1.1	4.3	4.8	-0.8	-4.2	-1.1	-8.9
CCOC(=O)C1=C(C)N(CCCCCC(=O)O)C(=O)NC1c1ccccc1Cl (stereo not drawn)	-3.2	-3.9	-4.3	15.2	1.2	-3.9	-1.2	-3.5	11.2	3.0	2.4
Cc1cccc(NC(=O)COc2nsnc2N2CCOCC2)c1	-1.8	-5.1	-30.7	-25.9	-13.3	-15.2	-1.7	0.1	1.9	8.3	-43.9
c1csc(CNCc2ccncc2)c1	-0.4	-4.0	1.1	-21.6	-3.5	-2.8	-4.2	6.1	11.9	7.4	6.5
CCCCNC(=S)N/N=C/c1ccc(OCC(=O)Nc2c(C)cc(C)cc2C)c(OC)c1	-1.0	-16.2	-6.8	-14.4	-11.6	28.4	1.4	2.6	20.4	1.1	14.0
CCCCC(=O)C1CCN(Cc2ccccc2)CC1	-2.1	-5.1	-7.9	-22.7	-0.3	20.6	0.0	2.9	2.0	-1.8	11.3

Given with two lines to a compound: entries from further up.
Every second line gives: hiPSC survival | CaV13 ICDI inh | TRPM1 prom inh | NR2E3 ag-1 | PDI turbidity | Peg3 promoter | m5-HT2A agonist | NR2E3 ag-2 | Shn3 inh set2 | Cardio protect | HIF-2a inh
CCCCC(=O)C1CCN(Cc2ccccc2)CC1
  -2.1 | -5.1 | -7.9 | -22.7 | -0.3 | 20.6 | 0.0 | 2.9 | 2.0 | -1.8 | 11.3
Cc1cc(NC(=O)COc2cccnc2[N+](=O)[O-])no1
  0.1 | 6.7 | -8.0 | -5.0 | 6.4 | -43.2 | 1.2 | 4.3 | -26.8 | -2.9 | -20.5
Cc1cccc(NC(=O)COc2nsnc2N2CCOCC2)c1
  -1.8 | -5.1 | -30.7 | -25.9 | -13.3 | -15.2 | -1.7 | 0.1 | 1.9 | 8.3 | -43.9

Remaining list, next part:
SMILES	hiPSC survival	CaV13 ICDI inh	TRPM1 prom inh	NR2E3 ag-1	PDI turbidity	Peg3 promoter	m5-HT2A agonist	NR2E3 ag-2	Shn3 inh set2	Cardio protect	HIF-2a inh
O=C1C2C(C(=O)N1/N=C/c1ccc(N3CCCCC3)o1)C1C=CC2C12CC2 (stereo not drawn)	0.9	-3.5	7.1	-14.6	0.3	-7.5	5.2	1.0	-26.1	9.3	-1.4
COC(=O)c1cc(NC(=O)CC(=O)c2cccc(N)c2)cc(C(=O)OC)c1	4.0	-9.2	.	1.4	4.5	6.8	6.6	.	-1.1	8.1	-0.2
CCC(C)NS(=O)(=O)c1ccc(NC(C)=O)cc1 (stereo not drawn)	-2.1	-9.7	0.6	-2.1	-4.2	12.8	4.1	3.9	-6.0	-6.4	-4.5
CCN(CC)c1ccc(S(=O)(=O)N2CCOCC2)cc1NC(=O)CSc1nncn1C	0.4	-2.2	5.0	-15.7	1.8	7.9	0.5	3.4	-4.2	-0.3	9.2
O=C(Nc1ccc2c(c1)CCC2)c1cccc(S(=O)(=O)N2CCN(c3ccccc3)CC2)c1	0.4	.	15.5	-1.1	11.5	21.6	5.6	-0.1	44.9	-4.6	1.4
O=C(O)c1ccccc1-c1cc2ccccc2[nH]1	1.2	-0.4	10.9	-11.9	-1.3	-12.6	-1.4	-1.1	11.9	-3.0	-0.9
N#Cc1c(Cl)nc(-c2ccncc2)nc1-c1ccccc1	1.1	-18.3	7.9	-24.4	-10.0	10.7	-3.1	2.9	21.0	0.5	13.0
COc1cccc(C(O)c2nc(-c3cccc(CO)c3)cs2)c1 (stereo not drawn)	0.4	-4.1	.	-20.8	0.8	-22.2	5.4	.	-16.2	4.0	-40.3
CCCN(CCC)CCCNc1ccc2nnc(-c3ccc(F)cc3)n2n1	1.6	-8.1	.	-11.1	13.1	2.2	-1.9	3.5	25.2	19.8	-0.7
Cc1ccc(NC(=O)CSc2nnc(C3CCCCC3)n2N)cc1F	-1.2	-3.9	8.5	-8.7	13.9	12.4	1.4	-0.3	9.0	-1.8	2.0
Oc1ccc(/C=N\Nc2nncc(-c3ccccc3)n2)cc1	-0.3	-3.9	5.6	-21.2	-0.2	-71.2	-7.4	5.0	-22.0	11.6	-99.6
O=C(Nc1nnc(-c2ccccc2)s1)c1ccccc1F	1.4	3.5	.	-126.2	.	-357.5	9.4	5.0	-111.6	-1.3	-252.1
Cn1c(=O)c2[nH]c(C3CCC3)nc2n(C)c1=O	2.3	-4.8	1.5	25.2	8.1	-1.3	0.2	.	-11.7	5.4	-14.4
CCOc1ccc2nc(NC(=O)Cc3cccs3)sc2c1	2.0	.	-78.5	-64.7	-6.5	-288.6	6.5	-1.0	-31.2	-15.0	-239.5
COC(=O)CN1C(=O)Nc2ccc(Cl)cc2C1c1ccccc1 (stereo not drawn)	0.3	-2.6	-6.4	14.0	5.0	15.6	2.9	-0.6	28.8	-8.1	11.4
O=C(NCC1CCCN1S(=O)(=O)c1cccs1)c1c(F)cccc1F (stereo not drawn)	-0.3	-6.6	3.4	-25.4	7.0	10.3	-2.2	0.7	-102.6	0.3	4.6
CCOc1ccc(CCNC(=O)c2cc(C)nn2-c2ccccc2)cc1	0.6	4.7	5.9	-14.3	-1.9	3.6	-1.6	0.3	15.4	-5.9	-1.4
COc1cccc(CN2CCC2(C)C(=O)NCCc2ccccn2)c1OC (stereo not drawn)	0.0	-6.6	.	-10.2	19.4	0.5	2.7	.	6.7	11.3	-5.7
CCNc1nc(NC(C)C)nc(N(C#N)Cc2ccccc2)n1	5.9	.	20.8	-13.9	14.0	9.2	10.9	-1.1	18.9	-14.5	19.4
CCOC(=O)c1sc(Nc2cccc(Cl)c2)nc1C	0.7	-4.3	-21.7	-103.1	-0.6	-204.8	-0.6	-0.8	11.1	-9.6	-299.6
COc1ccc(CN2CCc3cc(OC)c(OC)cc3C2)cc1O	1.0	.	.	1.1	.	8.7	-6.0	1.9	3.0	4.3	13.7
Cc1c(C(c2ccc(C(=O)O)cc2)c2c(C)n(C)n(-c3ccccc3)c2=O)c(=O)n(-c2ccccc2)n1C	0.0	-5.4	19.9	-5.6	3.5	10.7	8.8	-3.8	1.9	0.3	10.9
C/C(=N\OC(=O)c1cccc(Cl)c1)c1sc(C)nc1C	3.5	-2.3	-4.3	-20.5	1.8	-1.2	-6.9	0.0	5.6	-5.5	-3.2
Cc1cc(OCC(=O)NC(Cc2ccc(Cl)cc2)C(=O)O)c2c(C)cc(=O)oc2c1 (stereo not drawn)	-0.3	.	.	-0.9	.	-7.2	-2.6	5.8	-4.3	4.0	-0.6
CN(C)c1ccc(CNC(=O)C2(C)Cc3c(-c4ccc(N(C)C)cc4)ccnc3O2)cc1 (stereo not drawn)	7.6	-5.9	.	10.2	6.8	17.1	-3.0	.	-15.2	-1.1	9.3
